Screening results: PubChem BioAssay, Broad Institute
C2C12 statin = suppression of simvastatin myotoxicity | C2C12 myotubes + simvastatin, ATP luminescence, 48 h; scaled: DMSO 0, geranylgeraniol control 100 | rescue of ATP level, % at 7.49 µM | hit rate 0.78% among 330,000 | AID 602340;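 active means mean ATP rescue above about 67%, or every replicate alone reaching that limit, limit read from the data, passing the limit was not always enough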;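 further: myotubes were challenged with 10 µM simvastatin during compound exposure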
LGR2 inh = inhibitors of bursicon-induced Drosophila LGR2 receptor cAMP signaling; HEK293 LGR2, CRE-luciferase, bursicon-stimulated, 4 h; inhibition, % at 9.99 µM; hit rate 0.35% among 380,000; AID 720647;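 active means drop in luminescence signal, shown as inhibition above about 50% in the replicate tests, limit read from the data, passing the limit was not always enough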;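 further: agonist challenge used bursicon conditioned medium at about half maximal strength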
ERAP1 HTS inh = inhibitors of human ERAP1 aminopeptidase; inhibition, % at 10.7 µM; hit rate 0.15% among 340,000; recombinant ERAP1, Leu-AMC fluorescence, 60 min; Q9NZ08; AID 652197;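 active means mean replicate inhibition of at least 30%, or all replicates individually reaching that 30% level; inactive means mean below 30% and not every replicate reaching it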;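 further: 0% = neutral control wells and 100% = L-leucinethiol positive control wells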
Target sequence (Q9NZ08 whole entry, looked up): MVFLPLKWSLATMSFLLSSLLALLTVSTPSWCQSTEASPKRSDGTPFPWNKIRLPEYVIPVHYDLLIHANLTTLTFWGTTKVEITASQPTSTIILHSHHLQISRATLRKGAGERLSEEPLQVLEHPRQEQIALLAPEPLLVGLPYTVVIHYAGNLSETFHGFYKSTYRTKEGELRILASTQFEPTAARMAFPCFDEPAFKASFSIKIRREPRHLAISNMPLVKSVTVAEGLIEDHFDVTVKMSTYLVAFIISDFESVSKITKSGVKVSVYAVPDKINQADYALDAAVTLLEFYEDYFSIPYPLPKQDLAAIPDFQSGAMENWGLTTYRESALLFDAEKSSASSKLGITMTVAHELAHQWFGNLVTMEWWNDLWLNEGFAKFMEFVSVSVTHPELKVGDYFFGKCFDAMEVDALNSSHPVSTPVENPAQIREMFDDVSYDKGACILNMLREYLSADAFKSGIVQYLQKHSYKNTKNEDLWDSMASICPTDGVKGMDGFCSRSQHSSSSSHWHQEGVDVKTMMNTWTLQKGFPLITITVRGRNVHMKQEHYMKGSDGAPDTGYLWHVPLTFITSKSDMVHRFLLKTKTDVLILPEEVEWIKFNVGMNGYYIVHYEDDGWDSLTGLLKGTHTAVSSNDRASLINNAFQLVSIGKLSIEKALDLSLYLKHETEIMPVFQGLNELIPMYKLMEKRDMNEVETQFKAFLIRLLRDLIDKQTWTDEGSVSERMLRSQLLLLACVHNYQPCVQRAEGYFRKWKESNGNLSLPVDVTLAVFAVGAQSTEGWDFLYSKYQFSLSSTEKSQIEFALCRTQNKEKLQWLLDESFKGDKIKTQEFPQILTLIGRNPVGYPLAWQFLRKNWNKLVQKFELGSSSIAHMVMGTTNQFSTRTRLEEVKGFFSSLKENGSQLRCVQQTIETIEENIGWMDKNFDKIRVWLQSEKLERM
Cneo AK release = Cryptococcus neoformans lysis via adenylate kinase release | C. neoformans lysis, adenylate kinase release luminescence, 4 h; normalised: neutral wells 0, clomiphene wells 100 | lysis activity, % at 15 µM | hit rate 0.2% among 360,000 | AID 651654;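 active means mean lysis activity across replicates of at least 80%, whatever share of replicates individually reach that level; inactive means mean lysis activity below 80%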
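read-out = cell lysis signal | test system = log-phase Cryptococcus neoformans yeast cells | input = cells at 5 × 10^6 per mL | medium = fresh YPD growth medium | signal = luminescent adenylate kinase detection reagent | timing = 4 h at 37 °C static, read 1 h later | dosing = single dose | controls = Clomiphene as positive lysis control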
SIRT5 inh = sirtuin-5 (human) deacylase inhibition | Purified SirT5, succinyl-peptide AMC, trypsin-coupled fluorescence | inhibition, % at 15 µM | hit rate 1.1% among 330,000 | AID 652115; in the data active means inhibition above about 15%
PGC1a acetyl inh = lowers PGC1a acetylation signal in U2OS cells; AlphaScreen anti-acetyl-lysine; with virally co-expressed GCN5 acetyltransferase; AID 651687; inhibition, % at 15.6 µM; hit rate 0.17% among 350,000;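 active means every replicate shows inhibition of at least 40%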;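 further: 0% = neutral control wells and 100% = positive control wells; some results beyond the cut were filed as inactive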
S100A4 inh HTS = S100A4-myosin IIA interaction inhibition | P26447 | S100A4/TAMRA-MyoIIA peptide fluorescence polarization | inhibition, % at 10.7 µM | hit rate 0.14% among 360,000 | AID 652163;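 active means mean inhibition of at least 70% across replicates, with every replicate also reaching that level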
Target sequence (P26447 whole entry, looked up): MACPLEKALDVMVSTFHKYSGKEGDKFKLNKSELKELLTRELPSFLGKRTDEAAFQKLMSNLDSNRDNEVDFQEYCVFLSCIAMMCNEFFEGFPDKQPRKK
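incubation = readout 5 min after mixing, signal stable up to 60 min | system = S100A4 monomer protein | buffer or medium = HEPES pH 7.2 with CaCl2, KCl, NaCl, DTT, Triton | benchmarks = neutral control DMSO, positive control TFP | also added = fluorescent myosin IIA peptide, 5 nM | compound dosing = one concentration per compound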
Xi reactivation = reactivates the inactive X chromosome in mouse fibroblasts; XiGFP mouse fibroblasts, % GFP-positive cells imaging, 3 d; cells co-treated with 5-aza-dC sensitizer; scaled so ellipticine positive control = 100%; AID 743238; activation, % at 7.58 µM; hit rate 0.055% among 360,000;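 active means mean normalized replicate activation at least 10% and every replicate at or above 10%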;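 further: 0% = median of on-plate neutral control wells and 100% = ellipticine 6 µM median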
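assay system = SV40-immortalized XiGFP fibroblast cells, line 68-5-11 | buffer or medium = DMEM plus 5-aza-dC sensitizer | doses = single-point pinned compound dosing | times = 3-day compound exposure, then 15 min fixation at room temperature | benchmarks = positive control ellipticine, 6 µM final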
Active calls of the source: *; nt = no result given; & = joins results of further samples. Not all compounds are listed; rates above refer to the full screens.

The line under a structure holds: C2C12 statin, LGR2 inh, ERAP1 HTS inh, Cneo AK release, SIRT5 inh, PGC1a acetyl inh, S100A4 inh HTS, Xi reactivation
- COCC(=O)N(C)C[C@@H]1Oc2cc(-c3cncnc3)ccc2S(=O)(=O)N([C@@H](C)CO)C[C@@H]1C
    nt, -12, -2, -6, -2, -7, 3, 0.6
- CC(C)c1ccc(NC(=O)[C@H](NC(=O)[C@@H]2Cc3ccccc3CN2)c2ccccc2)cc1
    nt, -6, 1, nt, -3, nt, -15, 0.3
- COc1cc(CNCCSc2nnnn2C)cc(OC)c1OC
    10, 22, nt, 1, nt, 0, nt, nt
- N#Cc1c(Nc2ccccc2Cl)s[nH]c1=O
    nt, -2, nt, nt, 5, nt, 4, -0.1
- COc1ccc(NC(=S)N=Nc2c(O)[nH]c3ccccc23)cc1
    42, -16, 3, -3, 3, 10, 2, -0.2
- Cc1ccc(C(=O)Nc2ccc(C(=O)N3CCCCC3C)cc2)cc1 (stereo not drawn)
    nt, -9, -5, nt, 2, 0, -4, -0.1
- O=C(NCc1ccccc1)C1=C[C@@H](c2ccc3c(c2)OCO3)C[C@@H](OCc2ccc(CO)cc2)O1
    5, -9, -3&2&-4, 0&-7&11, -3&2&-5, -2&-7&2, -7&6&6, -0.1
- Cc1ccc(NC(=S)NC2CCN(Cc3ccccc3)CC2)cc1C
    nt, -1, -1, nt, 1, nt, 0, 0.1
- Cc1cc(C)cc(N2C(=O)CCN(Cc3ccccc3)C2=O)c1
    5, -4, 1, 0, nt, nt, 7, 0.0
- CCCCNS(=O)(=O)c1ccc(OCC(=O)OC)cc1
    nt, 1, 1, nt, -1, nt, -2, 0.1
- C[C@H](CO)N1C[C@H](C)[C@@H](CN(C)Cc2cncnc2)Oc2ncc(-c3cccc(C#N)c3)cc2C1=O
    -5, 22, -1, -1, -5, 0, 5, -0.1
- O=C(C1CCCO1)N1CCN(C(=S)Nc2ccc(Cl)cc2Cl)CC1 (stereo not drawn)
    nt, nt, -3, nt, 3, nt, -7, 0.3
- O=C(Nc1ccccc1)N1C[C@H]2[C@@H](c3ccccc31)[C@H](CO)N2CC1CCCC1
    -17, -5, -2, 5, 4, -7, -4, 0.0
- C[C@H](CO)N1C[C@H](C)[C@@H](CN(C)Cc2ccc(Oc3ccccc3)cc2)Oc2ccc(N(C)C)cc2CC1=O
    9, 4, -4, 1, 2, -58, 4, 0.1
- Cn1cnc(CCNC(=O)C[C@@H]2CC[C@H]3[C@@H](COC[C@@H](O)CN3C(=O)C3CCCC3)O2)c1
    -28, 2, nt, -3, 8, -8, -13, 0.3
- Cc1cccc(C(=O)N/N=C/c2ccoc2)c1
    4, 0, 2, -2, 1, nt, -7, 0.3
- O=C(c1n[nH]c2c1CCC2)N1CCCC(Nc2cccc(F)c2)C1 (stereo not drawn)
    -19, -10, 0, 2, 3, nt, -6, 0.4
- CC(=O)Nc1ccc(NC(=O)Cn2cc3c(n2)CCCC3)cc1
    8, 7, nt, -1, nt, 13, nt, nt
- COc1ccc(CCNC(=O)COC(=O)C2CC2C)cc1 (stereo not drawn)
    5, -1, 0, 0, -4, -20, -5, 0.0
- C=CCc1ccccc1Oc1cc(F)nc(N)n1
    -6, -18, -4, 1, -6, -2, 1, 0.0

Later entries:
| mol | C2C12 statin | LGR2 inh | ERAP1 HTS inh | Cneo AK release | SIRT5 inh | PGC1a acetyl inh | S100A4 inh HTS | Xi reactivation |
| --- | --- | --- | --- | --- | --- | --- | --- | --- |
| COCC(=O)N1CC(=O)N2[C@H](CO)[C@H](c3ccc(C#CC4CCCC4)cc3)[C@H]2C1 | nt | 0 | 3 | nt | -5 | nt | 5 | 0.0 |
| COc1ccc(CN(C)Cc2nc(Cc3cccc(F)c3)no2)c2cccnc12 | nt | 0 | -2 | nt | -2 | 14 | 26 | 0.1 |
| CCN(CC)C(=O)[C@H]1CC(CC(=O)NC(C)(C)C)C(=O)N2CCc3c([nH]c4ccccc34)[C@]12C (stereo partly drawn) | -18 | -4 | -1 | 1 | 2 | 1 | -2 | -0.1 |
| CO[C@H]1CN(C)C(=O)c2cc(NC(=O)Nc3ccc(C(F)(F)F)cc3)ccc2OC[C@@H](C)NC[C@H]1C | -40 | 7 | 0 | -3 | 0 | -3 | -12 | 0.0 |
| CCNC(=O)N1CCCC(C(=O)c2ccc(C(F)(F)F)cc2)C1 (stereo not drawn) | -10 | 4 | 4 | 0 | -2 | 7 | 0 | 0.0 |
| Cc1ccc(-n2nc(C)c3c(C)c(CCC(=O)NC(C)c4ccccc4)c(C)nc32)cc1 (stereo not drawn) | -35 | 13 | -3 | 0 | -6 | -38 | -6 | 0.0 |
| O=S(=O)(c1ccccc1)N1CCCCN2[C@@H](CO)[C@@H](c3ccc(C#CC4CCCC4)cc3)[C@@H]2C1 | 7 | 41 | 1 | 0 | -1 | -10 | 3 | 0.0 |
| COc1ccc(CC(N)c2csc(NC(=O)NCCc3ccccc3)n2)cc1 (stereo not drawn) | -4 | 11 | 16 | 0 | -3 | nt | 7 | 0.0 |
| O=C(/C=C/c1cccs1)NC1CCCC1 | 13 | 5 | -3 | -3 | 0 | nt | 3 | 0.4 |
| COc1ccc(C2=NOC(C(=O)N(C)Cc3ccccc3)C2)cc1 (stereo not drawn) | 2 | -7 | 1 | nt | 1 | -6 | 7 | 0.0 |
| O=C(Nc1ccc2c(c1)OCO2)c1cccs1 | -4 | -32 | nt | -3 | nt | 11 | nt | nt |
| O=C(NNC(=O)c1ccc(Cl)cc1Cl)Nc1ccccc1 | -4 | 11 | nt | -3 | nt | 3 | nt | 0.1 |
| CCNC(=O)/C(C#N)=C/c1c(N(Cc2ccccc2)Cc2ccccc2)nc2ccccn2c1=O | nt | 10 | -3 | nt | 0 | nt | 1 | -0.1 |
| CCOc1ccccc1/C=C\c1nc(O)c([N+](=O)[O-])c(=O)[nH]1 | 0 | -3 | 7 | -2 | 1 | nt | 1 | 0.2 |
| Cc1cc(C)nc(NS(=O)(=O)c2ccc(NC(=O)Nc3ccccc3F)cc2)n1 | nt | -9 | -3 | -3 | 0 | -5 | 38 | 0.0 |
| COCCNC(=O)C[C@H]1C[C@@H]2c3cc(NC(=O)Nc4ccc(OC)cc4)ccc3O[C@@H]2[C@@H](CO)O1 | -2 | -2 | 0 | -4 | 0 | 0 | -8 | 0.0 |
| Cc1cc2cc(CNC(=O)Cc3ccc([N+](=O)[O-])cc3)ccc2n1C | nt | -3 | -2 | nt | -4 | nt | 21 | 0.0 |
| CN1c2ccc(C#Cc3cccnc3)cc2[C@@H]2[C@@H](CCN2S(=O)(=O)c2ccccc2)[C@H]1CO | -4 | 15 | 1 | 12 | 5 | -2 | -10 | 0.1 |
| C[C@@H]1CCCCO[C@H](CN(C)C(=O)c2ccccc2)[C@H](C)CN([C@H](C)CO)C(=O)c2cc(NS(=O)(=O)c3cn(C)cn3)ccc2O1 | nt | 3 | 4 | 23 | -1 | 2 | 3 | 0.3 |
| CCC1=NN2C(=N)/C(=C\c3cccn3-c3ccc(OC)cc3)C(=O)N=C2S1 | -1 | 14 | 3 | 1 | -1 | -8 | -5 | 0.0 |
| Cc1nn(CC(=O)Nc2ccc(Cl)cc2Cl)c(=O)c2ccccc12 | 2 | 10 | 0 | -2 | 4 | nt | 0 | 0.0 |
| COC(=O)CSc1ncnc2c1sc1nc3c(cc12)COC(C)(C)C3 | nt | 4 | -1 | nt | 1 | nt | -1 | -0.1 |
| Nc1[nH]c(C(=O)c2ccccc2)c(-c2ccc(Cl)cc2)c1C(=O)c1c[nH]c2ccccc12 | nt | 8 | 0 | nt | -4 | nt | -7 | 0.2 |
| CC1=[N+](CC(=O)c2ccccc2)CCn2cccc21 | nt | -66 | 1 | nt | -1 | -4 | -9 | -0.1 |
| CNC(=O)C[C@H]1CC[C@@H]2[C@H](COc3ccc(NC(=O)c4ccc(OC)cc4)cc3C(=O)N2C)O1 | 6 | 11 | 1 | -1 | 0 | 2 | 1 | 0.0 |
| COC(=O)[C@H](Cc1ccccc1)NC(=O)Cn1cnc2c(NCc3ccccc3)ncnc21 | 2 | 7 | -1 | 3 | -6 | 5 | -4 | 0.0 |
| C/C(=N\NC(=O)c1ccc(O)cc1)c1ccc2c(c1)OCCO2 | 4 | -21 | 0 | -1 | -2 | 2 | -3 | -0.1 |
| CC(C)NC(=O)N1[C@@H](C#N)[C@@H](c2ccc(C#CC3CCCC3)cc2)[C@@H]1CO | -19 | -6 | 6 | -2 | 4 | -20 | -1 | 0.2 |
| CC(C)OC(=O)N(C)C[C@@H]1OCc2cnnn2CCCC(=O)N([C@@H](C)CO)C[C@@H]1C | -9&-10&-9 | -31&9 | 2&-2&-4 | -1&-1&47 | -2&1&0 | 1&2&1 | -1&16&-8 | -0.1&-0.5 |
| CCC(=O)N1CCN(c2cc(N3CCN(C)CC3)c(F)cc2[N+](=O)[O-])CC1 | 2 | nt | -2 | -1 | 10 | -4 | 2 | -0.2 |
| CN1OC[C@@H]2C(=O)N3CCc4c([nH]c5ccccc45)[C@@H]3C[C@@H]21 | 10 | 5 | -43 | 4 | -10 | 6 | -4 | -0.1 |
| COC(=O)Cc1c(O)ccn(CCc2ccc(S(N)(=O)=O)cc2)c1=O | 12 | 3 | 1 | 2 | -3 | -5 | 4 | 0.4 |
| O=C(Nc1ccccc1)c1cc2ccccc2c(=O)s1 | nt | -36 | 14 | 2 | nt | 8 | -8 | 0.8 |
| COc1ccc(Nc2ncnc3sccc23)cc1OC | -10 | -9 | 3 | -2 | 0 | -12 | -1 | 0.0 |
| S=c1[nH]nc(CCc2ccccc2)n1-c1ccc(Cl)cc1 | 9 | nt | -1 | 0 | -4 | -9 | -3 | 0.0 |
| COc1ccccc1CN1CC(C(=O)N2CCOCC2)CCC1=O (stereo not drawn) | nt | -3 | -3 | 11 | -10 | nt | 3 | -0.2 |

Molecules from the list above with an aryl thioether with sulfur outside any ring (2):
| mol | C2C12 statin | LGR2 inh | ERAP1 HTS inh | Cneo AK release | SIRT5 inh | PGC1a acetyl inh | S100A4 inh HTS | Xi reactivation |
| --- | --- | --- | --- | --- | --- | --- | --- | --- |
| COc1cc(CNCCSc2nnnn2C)cc(OC)c1OC | 10 | 22 | nt | 1 | nt | 0 | nt | nt |
| COC(=O)CSc1ncnc2c1sc1nc3c(cc12)COC(C)(C)C3 | nt | 4 | -1 | nt | 1 | nt | -1 | -0.1 |
